Keap1-Nrf2 PPI = Keap1-Nrf2 protein-protein interaction inhibitors, primary screen, biochemical, fluorescence polarization, single point | 340,000 tested, 0.15% active | inhibition, % at 9.4 µM | Kelch-like ECH-associated protein 1 (Homo sapiens), Q14145 | Keap1 Kelch-Nrf2 peptide fluorescence polarization, 1536-well; in the data active = inhibition above about 12%;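 note: human Keap1 Kelch domain with fluorescein labeled Nrf2 9mer peptide probe; 0% = neutral control wells and 100% = peptide positive control; higher means more block of Keap1 binding to Nrf2 peptide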
Target sequence (Q14145 whole entry, looked up, the tested form may be a part): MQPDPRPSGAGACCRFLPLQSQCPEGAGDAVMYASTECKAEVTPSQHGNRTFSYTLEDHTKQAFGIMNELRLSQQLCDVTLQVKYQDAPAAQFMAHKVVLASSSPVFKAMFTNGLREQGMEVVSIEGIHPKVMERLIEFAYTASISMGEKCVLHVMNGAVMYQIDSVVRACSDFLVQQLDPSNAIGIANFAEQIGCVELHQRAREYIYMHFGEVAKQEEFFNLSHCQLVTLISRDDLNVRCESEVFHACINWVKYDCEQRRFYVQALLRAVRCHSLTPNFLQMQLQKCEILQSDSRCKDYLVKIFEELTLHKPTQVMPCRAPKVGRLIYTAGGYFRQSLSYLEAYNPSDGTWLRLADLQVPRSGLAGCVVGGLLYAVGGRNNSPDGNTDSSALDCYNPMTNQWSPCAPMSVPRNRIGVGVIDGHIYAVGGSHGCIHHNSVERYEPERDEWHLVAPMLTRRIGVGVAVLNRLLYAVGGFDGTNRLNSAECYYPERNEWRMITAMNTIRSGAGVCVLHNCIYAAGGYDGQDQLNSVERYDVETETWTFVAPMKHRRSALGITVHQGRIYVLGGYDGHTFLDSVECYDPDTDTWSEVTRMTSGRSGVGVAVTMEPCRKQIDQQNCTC
Cardiac RTF inh = cardiac RTF calcium sensitivity inhibitors, primary screen, biochemical, IANBD-TnC fluorescence, EC70 calcium; Troponin I, cardiac muscle (Homo sapiens) + Troponin T, cardiac muscle (Homo sapiens) + …; IANBD-labeled cardiac RTF, Ca2+ fluorescence; inhibition, % at 7.15 µM; 340,000 tested, 0.12% active; AID 493244, 2011;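 active = inhibition above the mean inhibition of all tested compounds plus 3 SD, cut at about 17% in these data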;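 note: assay run at fixed EC70 calcium of 1.6 mM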
HTR5A ag = HTR5A agonists in luminescence cell assay, primary screen, counter-screen for OPRM1-OPRD1 heterodimer agonist project, full-deck HTS | cell-based | activation, % at 9.3 µM | 340,000 tested, 0.61% active; in the data active = activation mostly above about 9.5%, no sharp cut-off; inactive = mostly below about 7.6%;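 note: 0% = cells with vehicle only and 100% = reference agonist; strong numbers were not always called active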
Target sequence (P47898 whole entry, looked up): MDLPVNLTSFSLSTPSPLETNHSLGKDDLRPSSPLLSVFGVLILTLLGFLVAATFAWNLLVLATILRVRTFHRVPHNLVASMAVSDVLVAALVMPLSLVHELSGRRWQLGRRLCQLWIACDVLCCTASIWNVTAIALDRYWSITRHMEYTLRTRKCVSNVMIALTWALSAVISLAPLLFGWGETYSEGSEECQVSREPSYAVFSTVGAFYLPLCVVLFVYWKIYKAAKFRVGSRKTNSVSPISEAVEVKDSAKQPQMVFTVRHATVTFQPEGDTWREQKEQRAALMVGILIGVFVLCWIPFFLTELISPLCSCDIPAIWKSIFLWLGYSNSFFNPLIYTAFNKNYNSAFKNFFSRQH
HTR5A inv ctr = HTR5A inverse agonists in luminescence cell assay, primary screen, counter-screen for OPRM1-OPRD1 heterodimer inverse agonist project, full-deck HTS; HTR5A cell line, inverse agonism; inhibition, % at 9.3 µM; 340,000 tested, 0.083% active; in the data active = inhibition mostly above about 23%, no sharp cut-off; inactive = mostly below about 18%;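 note: 0% = cells with DMSO and 100% = no-cell wells with DMSO; some compounds called inactive have numbers as strong as hits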
MOR-DOR inv ag = inverse agonists of MOR-DOR heterodimerization, primary screen, cell-based, luminescence | Mu-type opioid receptor (Homo sapiens) + Delta-type opioid receptor (Homo sapiens), … | cell-based MOR-DOR heterodimer luminescence, inverse agonism | inhibition, % at 9.3 µM | 340,000 tested, 0.21% active | AID 504357, 2011; in the data active = inhibition above about 22%, passing the limit was not always enough;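 note: 0% = cells with DMSO and 100% = wells without cells with DMSO; values of inactives mirror those of a sister screen read the other way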
OPRM1-OPRD1 ag = agonists of OPRM1-OPRD1 heterodimerization, primary screen, cell-based, luminescence | cells | 340,000 tested, 0.3% active | activation, % at 9.3 µM | Mu-type opioid receptor (Homo sapiens) + Delta-type opioid receptor (Homo sapiens), …; in the data active = activation above about 18%;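 note: 0% = vehicle-treated cells and 100% = reference agonist; values of inactives mirror those of a sister screen read the other way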
RTF Ca sens act = cardiac RTF calcium sensitivity activators, primary screen, biochemical, IANBD-TnC fluorescence, EC20 calcium | Troponin I, cardiac muscle (Homo sapiens) + Troponin T, cardiac muscle (Homo sapiens) + … | IANBD-labeled TnC RTF fluorescence at EC20 calcium; 0% EC20 calcium, 100% full calcium | activation, % at 7.2 µM | 340,000 tested, 0.24% active | AID 493008, 2010;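 active = activation above the mean over all tested compounds plus 3 SD, cut at about 30% in these data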;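 note: rise in fluorescence read as greater calcium sensitivity of cardiac thin filaments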
CAL PDZ FP = untagged CAL PDZ binding inhibitors, primary screen, biochemical, fluorescence polarization, HTS; Golgi-associated PDZ and coiled-coil motif-containing protein (Homo sapiens), Q9HD26; purified CAL PDZ, TMR-peptide fluorescence polarization, 1 h; inhibition, % at 24.9 µM; 300,000 tested, 0.92% active; AID 602252, 2012;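 active = mean inhibition of at least 30% with at least half of replicates also reaching 30%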;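 note: 0% = DMSO neutral control and 100% = excess unlabeled competitor peptide PRC23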
V-ATPase pHluor = regulators of yeast V-ATPase proton pumping, primary screen, pHLuorin cytosolic pH fluorescence | S. cerevisiae | response, % at 10 µM | 350,000 tested, 0.37% active | AID 504577, 2011; in the data active = response mostly above about 7.3%, no sharp cut-off; inactive = mostly below about 5.4%; note: actives read high; inactives centre near 0; some compounds called inactive have numbers as strong as hits; reference of the scale not given here
LANA DNA inh = inhibitors of KSHV C-LANA binding to DNA, primary screen, biochemical, fluorescence polarization, FAM-LBS DNA, MBP-C-LANA, single point | AID 504423, 2011 | inhibition, % at 9 µM | 340,000 tested, 0.078% active;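 active = highest replicate inhibition at or above 60% at 9 µM, even if other replicates fall short; inactive = all replicates below 60% inhibition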;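 note: 0% = neutral control wells and 100% = 4 µM acridine orange control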
* = called active by the depositor; . = not tested or not shown.

SMILES	Keap1-Nrf2 PPI	Cardiac RTF inh	HTR5A ag	HTR5A inv ctr	MOR-DOR inv ag	OPRM1-OPRD1 ag	RTF Ca sens act	CAL PDZ FP	V-ATPase pHluor	LANA DNA inh
O=C(c1ccc(Cl)cc1)N(c1ccccn1)C1CCCCC1	3	0	0	9	17	-3.4	-6	.	-4	0.6
O=C(C1CCN(S(=O)(=O)c2ccccc2F)CC1)N1CCc2ccccc2C1	4	-5	0	34	14	-3.1	-4	-4	-7	-1.0
O=C(COC(=O)c1cc[n+]([O-])cc1)Nc1cccc(F)c1	0	4	-2	5	7	-1.8	-1	-3	3	1.0
Cc1c(C(=O)NCc2cccnc2)oc2ccc(S(=O)(=O)N3CC(C)CC(C)C3)cc12 (configuration not stated)	4	-9	-8	21	4	-0.8	0	.	2	-1.3
CCCc1nc2c(c(=O)c3ccccc3n2C)c(=O)n1-c1cc(C)cc(C)c1	-4	-6	5	6	4	-0.7	5	.	-7	5.1
CC1(c2ccc3ccccc3c2)NC(=O)N(CC(=O)N2CCN(c3ccccc3O)CC2)C1=O (configuration not stated)	-2	1	-3	-11	1	-0.2	-4	0	-3	-0.1
CCS(=O)(=O)N1CCC(C(=O)Oc2ccc(Br)cc2)CC1	4	0	7	-27	9	-1.9	-3	10	4	.
CC(=O)c1cccc(NC(=O)Cn2cnc(S(=O)(=O)N3CCCC3)c2)c1	-5	-5	-2	7	10	-1.8	-1	-4	-1	2.1
COc1ccc(NS(=O)(=O)c2cc(NC(=O)c3cc(F)c(F)cc3Cl)ccc2N2CCOCC2)cc1	1	0	1	5	-5	1.4	1	-5	6	0.5
Cc1ccc(N)cc1S(=O)(=O)N(C)C	-6	-7	3	-9	19	-3.6	0	5	0	1.0
O=C(/C=C/c1ccco1)NC(=S)Nc1ccccc1O	-5	.	.	.	.	.	.	-3	5	0.8
CC(NC(=O)C1CC=CCC1C(=O)O)C1CC2CCC1C2 (configuration not stated)	5	-3	7	-18	17	-2.8	-3	-5	1	2.9
CC1(C(=O)O)C=CCN1C(=O)c1ccccc1 (configuration not stated)	-2	-4	1	-8	11	-2.0	-4	-1	-3	0.8
O=C(Nc1cccc(C(=O)NC2CC2)c1)c1ccc(F)c(S(=O)(=O)N2CCOCC2)c1	0	-4	4	-17	-3	0.5	5	-3	-1	0.5
CN1CCN(CCCNC(=O)Cn2ncc3c4ccccc4n(C)c3c2=O)CC1	2	-7	2	-5	16	-2.6	8	-3	3	-0.9
CCOc1ccc(Cl)cc1CSc1ncn[nH]1	-5	2	-3	7	13	-2.1	-9	-3	3	-0.2
Nc1cc(S(=O)(=O)Nc2cc(Cl)ccc2Cl)ccc1N1CCOCC1	-2	2	-2	-7	-5	1.0	-4	-3	-3	-1.7
CN1CCN(c2ccccc2NC(=O)COc2ccc(C3CCCCC3)cc2)CC1	2	-2	1	-34	-61	8.9	-4	2	-3	-1.0
Cc1ccc(S(=O)(=O)NC2c3cccc4cccc(c34)C2Sc2nc(C)cc(C)n2)cc1 (configuration not stated)	-5	2	6	-1	22	-4.4	-4	-3	2	-0.9
O=C(N/N=C/c1cc(Br)ccc1O)c1cccc(N2CCCC2=O)c1	-6	-3	-2	-13	-5	0.9	3	-4	-1	-0.3
CCOC(=O)C(C)Sc1nnc(Cn2c(=O)sc3ccccc32)n1-c1ccccc1 (configuration not stated)	-1	-11	-1	2	4	-0.8	1	.	-1	-1.1
CCS(=O)(=O)N1CCC(C(=O)NC2CCCCCCC2)CC1	-3	0	3	17	4	-0.8	-6	-3	0	-0.2
O=C(O/N=C/c1ccc(Br)cc1)c1ccc(F)cc1	-3	-6	1	-15	-26	5.2	5	.	3	.
O=C(Nc1ncn[nH]1)c1ccc(Cl)c(S(=O)(=O)N2CCCCCC2)c1	-3	1	7	-15	14	-3.1	-5	.	0	-0.3
O=C(c1cccs1)n1nc(-c2cccnc2)nc1NCc1ccco1	-2	-9	3	-8	-20	4.1	-2	1	3	-0.1
COc1ccc(N2CCN(S(=O)(=O)c3c(C)noc3/C=C/N(C)C)CC2)cc1	1	3	-2	7	8	-1.5	-4	-6	2	-0.5
Cc1cc(=O)n2nc(N3CCCC(C(=O)NCc4ccc(F)cc4)C3)sc2n1 (configuration not stated)	2	-3	2	17	-3	0.5	-3	-6	2	-1.4
O=C(O)c1ccc(N/N=C/c2ccc(F)c(F)c2)cc1	-3	-10	6	-20	20	-3.9	8	-1	-21	-0.4
COc1ccc(N2CCN(C3CCCN(C(=O)C4=C(C)OCCO4)C3)CC2)cc1 (configuration not stated)	2	-8	2	-13	10	-1.8	0	0	2	0.2
CCOC(=O)c1sc2nc3n(c(=O)c2c1C)CCCCC3	0	-7	-1	14	1	-0.2	-3	-9	3	0.2
COc1cccc(-c2cc(C(=O)NCCN3CCOCC3)no2)c1	4	-5	2	-7	1	-0.1	-6	1	-2	-1.0
Cc1ccc(C)c(N(CC(=O)NC2CCCC2)C(=O)c2cc3cc4cc(C)ccc4nc3s2)c1	3	-11	2	-5	6	-1.0	0	-2	3	1.6
COc1ccc2cc(C(C)C(=O)N3CCC(C(N)=O)CC3)ccc2c1 (configuration not stated)	0	-12	-1	-23	-9	1.1	-6	.	5	-0.4
CCCc1cc(N2CCCC(C(=O)Nc3cc(Cl)ccc3OC)C2)n2ncnc2n1 (configuration not stated)	1	-12	-2	-19	15	-2.9	14	-4	1	0.2
Cc1cccc(N(C(=O)CCC(=O)Nc2cc(C)on2)C(C(=O)NC2CCCC2)c2ccncc2)c1 (configuration not stated)	-4	-11	5	-2	5	-0.9	5	-7	-5	-0.7
Cc1cccc(C(=O)NCC(=O)N2CC=C(c3ccccc3)CC2)c1	-3	-11	1	-3	5	-1.3	-3	-7	-3	-0.3
CCOC(=O)c1c(-c2ccc(C)cc2)csc1NC(=O)CCSc1nnc2ccccn12	-1	-24	3	0	10	-2.0	-6	-2	7	-0.1
c1cncc(C2Nc3ccccc3-c3nc4ccccc4n32)c1 (configuration not stated)	0	2	7	-17	-17	2.8	2	-7	0	-0.5
COc1ccc(CCNS(=O)(=O)c2cccc3cccnc23)cc1OC	2	5	5	-14	15	-2.8	5	6	2	1.3
CC(C)[C@H](NC(=O)c1ccc(Cl)cc1Cl)C(=O)OCc1nc2ccsc2c(=O)[nH]1	6	-7	5	-17	16	-4.4	3	-2	-4	-0.7
Cc1ccc(C)c(OCCC(=O)OCC(=O)Nc2cccnc2Cl)c1	-2	0	2	-12	18	-3.6	-7	5	-2	0.6
Cc1ccc(C(=O)NNC(=O)CSc2nnc(-c3ccncc3)n2-c2ccc(C)cc2)cc1	-7	-8	-1	3	-1	0.2	24	2	4	-0.2
Cc1ccc(S(=O)(=O)CCC(=O)c2ccc(O)cc2O)cc1	-37	-6	2	2	-12	2.3	2	22	-1	0.4
CC(=O)c1ccc(S(=O)c2ccccc2)cc1 (configuration not stated)	-2	3	-1	17	14	-2.8	0	-3	-4	0.1
Cc1cc(C(=O)Nc2cccc3c2O[C@@H](CN(C)S(=O)(=O)c2ccccc2)[C@H](C)CN([C@@H](C)CO)C3=O)n(C)n1	-5	2	4	12	3	-0.7	3	3	0	-0.4

13 entries from above, as a markdown table.
| SMILES | Keap1-Nrf2 PPI | Cardiac RTF inh | HTR5A ag | HTR5A inv ctr | MOR-DOR inv ag | OPRM1-OPRD1 ag | RTF Ca sens act | CAL PDZ FP | V-ATPase pHluor | LANA DNA inh |
| --- | --- | --- | --- | --- | --- | --- | --- | --- | --- | --- |
| Cc1ccc(C)c(N(CC(=O)NC2CCCC2)C(=O)c2cc3cc4cc(C)ccc4nc3s2)c1 | 3 | -11 | 2 | -5 | 6 | -1.0 | 0 | -2 | 3 | 1.6 |
| COc1ccc2cc(C(C)C(=O)N3CCC(C(N)=O)CC3)ccc2c1 (configuration not stated) | 0 | -12 | -1 | -23 | -9 | 1.1 | -6 | . | 5 | -0.4 |
| CCCc1cc(N2CCCC(C(=O)Nc3cc(Cl)ccc3OC)C2)n2ncnc2n1 (configuration not stated) | 1 | -12 | -2 | -19 | 15 | -2.9 | 14 | -4 | 1 | 0.2 |
| Cc1cccc(N(C(=O)CCC(=O)Nc2cc(C)on2)C(C(=O)NC2CCCC2)c2ccncc2)c1 (configuration not stated) | -4 | -11 | 5 | -2 | 5 | -0.9 | 5 | -7 | -5 | -0.7 |
| Cc1cccc(C(=O)NCC(=O)N2CC=C(c3ccccc3)CC2)c1 | -3 | -11 | 1 | -3 | 5 | -1.3 | -3 | -7 | -3 | -0.3 |
| CCOC(=O)c1c(-c2ccc(C)cc2)csc1NC(=O)CCSc1nnc2ccccn12 | -1 | -24 | 3 | 0 | 10 | -2.0 | -6 | -2 | 7 | -0.1 |
| c1cncc(C2Nc3ccccc3-c3nc4ccccc4n32)c1 (configuration not stated) | 0 | 2 | 7 | -17 | -17 | 2.8 | 2 | -7 | 0 | -0.5 |
| COc1ccc(CCNS(=O)(=O)c2cccc3cccnc23)cc1OC | 2 | 5 | 5 | -14 | 15 | -2.8 | 5 | 6 | 2 | 1.3 |
| CC(C)[C@H](NC(=O)c1ccc(Cl)cc1Cl)C(=O)OCc1nc2ccsc2c(=O)[nH]1 | 6 | -7 | 5 | -17 | 16 | -4.4 | 3 | -2 | -4 | -0.7 |
| Cc1ccc(C)c(OCCC(=O)OCC(=O)Nc2cccnc2Cl)c1 | -2 | 0 | 2 | -12 | 18 | -3.6 | -7 | 5 | -2 | 0.6 |
| Cc1ccc(C(=O)NNC(=O)CSc2nnc(-c3ccncc3)n2-c2ccc(C)cc2)cc1 | -7 | -8 | -1 | 3 | -1 | 0.2 | 24 | 2 | 4 | -0.2 |
| Cc1ccc(S(=O)(=O)CCC(=O)c2ccc(O)cc2O)cc1 | -37 | -6 | 2 | 2 | -12 | 2.3 | 2 | 22 | -1 | 0.4 |
| CC(=O)c1ccc(S(=O)c2ccccc2)cc1 (configuration not stated) | -2 | 3 | -1 | 17 | 14 | -2.8 | 0 | -3 | -4 | 0.1 |

Bioassay records (PubChem)
